Source: PubChem BioAssay (several laboratories)
Mdm2 ligase inh: inhibitors of human Mdm2 E3 ubiquitin ligase | Q00987 | AID 1230 | hit rate 0.11% among 210,000 | signal enhancement, % at 5 µM | cell-based MDM2 ubiquitination luciferase reporter, 2 h; 0 = plate control, 100 = twice control, blank-subtracted;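 active means signal enhancement of 30% or more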;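 further: luminescence tracks abundance of the self-degrading MDM2-luciferase fusion protein; higher signal means inhibition of MDM2 E3 ligase activity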
Target sequence (Q00987 whole entry, looked up, the tested form may be a part): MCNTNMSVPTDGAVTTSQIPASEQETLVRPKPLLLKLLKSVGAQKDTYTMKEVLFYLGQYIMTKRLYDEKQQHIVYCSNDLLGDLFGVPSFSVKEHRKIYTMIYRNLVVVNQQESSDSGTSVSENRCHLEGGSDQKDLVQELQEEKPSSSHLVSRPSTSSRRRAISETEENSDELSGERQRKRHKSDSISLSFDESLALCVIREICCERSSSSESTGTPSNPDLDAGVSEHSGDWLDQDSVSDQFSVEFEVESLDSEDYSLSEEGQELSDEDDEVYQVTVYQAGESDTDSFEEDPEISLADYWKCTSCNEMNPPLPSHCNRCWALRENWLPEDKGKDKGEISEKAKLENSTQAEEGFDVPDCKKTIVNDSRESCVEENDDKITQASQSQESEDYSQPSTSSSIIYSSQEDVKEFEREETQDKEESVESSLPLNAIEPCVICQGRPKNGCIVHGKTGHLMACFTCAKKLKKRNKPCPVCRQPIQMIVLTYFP
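Material: stable MDM2–luciferase fusion reporter cells / Quantity: 2000 cells/well / Dosing: single 5 µM compound dose, 0.2% final DMSO / Buffer or medium: DMEM / Schedule: 4 h cell settling then 2 h compound exposure, 37 °C / Detection: luminescence with SteadyLite reagent, 15 min at room temperature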
TRPN1 ag: activates the zebrafish TRPN1 channel; HEK293 zebrafish TRPN1-YFP, Fluo-8 calcium fluorescence; 100% = response to 87 µM carbachol; activation, % at 3 µM; hit rate 0.18% among 220,000; AID 1424;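 active means activation above its plate's cutoff, the mean activation of test wells on that plate plus 3 SD, cut at about 19% in these data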;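 further: 0% = DMSO alone and 100% = 87 µM carbachol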
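Material – zebrafish TRPN1-YFP in HEK293 cells · Doses – 3 µM single point · Schedule – dye 1 h 37 °C plus 30 min RT · Signal – Fluo-8 calcium fluorescence, excitation 470-495 nm, emission 515-575 nm · Read-out – % activation versus carbachol response · Control set – carbachol high, DMSO low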
PPC-1+TRAIL kill: kills PPC-1 cancer cells in the presence of TRAIL; cell killing (% activity), % at 4 µM; PPC-1 cells + TRAIL, ATPLite viability luminescence; hit rate 0.41% among 220,000;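 active means cell killing above 50% in the first pass at 4 µM, then a duplicate retest at 5 µM averaging 50% or more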;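 further: plate controls were cells with TRAIL plus DMSO for no effect and medium-only wells lacking cells for full effect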
CHOP inhibitor: CHOP inhibition in unfolded protein response. hit rate 3.8% among 220,000. inhibition, % at 10 µM. AID 2732. CHO-K1 CHOP-promoter luciferase, tunicamycin-induced, 15-18 h;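 active means compounds that reduced the stress-induced luciferase reporter signal by more than about 70% of percent inhibition, limit read from the data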;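 further: 0% = tunicamycin plus vehicle and 100% = wells without tunicamycin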
Runt-SMMHC FRET: inhibitors of human RUNX1 Runt domain binding to CBFb-SMMHC. hit rate 0.74% among 220,000. inhibition, % at 20 µM. Q01196+Q13951. Cerulean-Runt/Venus-CBFb-SMMHC FRET ratio 530/480, 1 h;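 active means mean inhibition across duplicate retests at 20 µM reaching about 50%, limit read from the data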;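 further: 0% = DMSO wells and 100% = wells with excess untagged CBFb-SMMHC; inhibitors lower the FRET ratio by blocking Runt binding to CBFb-SMMHC; some results filed as inactive read as strong as hits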
TNF necrop inh: inhibitors of TNF-alpha induced necroptosis in Jurkat FADD-/- cells; Jurkat FADD-/- TNF necroptosis rescue, ATP luminescence, 24 h; 0 = TNF only, 100 = no-TNF cells; activation (protection from cell death), % at 10 µM; hit rate 0.068% among 220,000; AID 463075;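 active means activation, meaning protection from cell death, of at least 50% relative to plate controls; inactive means activation below 50%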;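 further: necroptosis triggered by 40 ng/mL TNF-alpha added together with compound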
p47phox inh: blocks human p47phox regulatory protein of NADPH oxidases; inhibition, % at 24.7 µM; hit rate 0.53% among 220,000; p47phox/p22phox peptide binding, fluorescence polarization, 2 h;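 active means inhibition above about 30%, limit read from the data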;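 further: 0% = p47phox with labelled peptide and 100% = labelled peptide alone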
TRPML3 ag: agonists of human TRPML3 channel; HEK293 TRPML3-YFP, Fluo-8 calcium fluorescence; 100% = the carbachol control signal; hit rate 0.29% among 220,000; activation, % at 3 µM; Q8TDD5; AID 1448;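 active means activation above its plate's cutoff, the mean activation of the plate's test wells plus 3 SD, cut at about 12% in these data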;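 further: 0% = DMSO only wells and 100% = carbachol wells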
Target sequence (Q8TDD5 whole entry, looked up): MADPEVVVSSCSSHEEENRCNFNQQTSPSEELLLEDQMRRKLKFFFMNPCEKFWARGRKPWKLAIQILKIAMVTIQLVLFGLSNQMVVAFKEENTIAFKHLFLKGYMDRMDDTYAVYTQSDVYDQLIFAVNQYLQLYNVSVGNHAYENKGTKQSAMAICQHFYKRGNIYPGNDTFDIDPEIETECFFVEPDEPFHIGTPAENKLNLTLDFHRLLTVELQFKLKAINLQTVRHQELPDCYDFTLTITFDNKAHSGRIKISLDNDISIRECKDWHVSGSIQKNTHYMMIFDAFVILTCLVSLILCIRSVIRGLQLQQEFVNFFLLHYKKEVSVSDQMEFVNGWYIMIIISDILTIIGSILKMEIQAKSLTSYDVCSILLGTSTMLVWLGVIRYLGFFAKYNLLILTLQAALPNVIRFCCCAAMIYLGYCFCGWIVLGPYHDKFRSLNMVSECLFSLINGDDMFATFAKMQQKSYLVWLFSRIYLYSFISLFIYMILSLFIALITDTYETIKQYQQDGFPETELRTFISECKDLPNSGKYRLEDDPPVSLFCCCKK
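Test system: HEK293 cells stably carrying human TRPML3-YFP; Doses: single dose, 3 µM final nominal compound, 0.3% DMSO final; Schedule: dye loading 1 h 37 °C then 30 min ambient, 125 s read; Technique: Fluo-8 calcium fluorescence; Benchmarks: high control carbachol 87 µM, low control DMSO.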
EBV gp42 inh: blocks Epstein-Barr virus glycoprotein 42 binding | Q1HVG2 | Fluorescence polarization binding assay, mP read-out | inhibition, % (tested at 21.74 µM) | hit rate 0.42% among 220,000 | AID 1085; in the data active means inhibition above about 50%
Numbers without * were called inactive; nt = no result given.

No. | structure | Mdm2 ligase inh | TRPN1 ag | PPC-1+TRAIL kill | CHOP inhibitor | Runt-SMMHC FRET
1 | Cc1cccc(S(=O)(=O)NCCC(=O)OC(C)C(=O)NC(=O)NC2CCCCC2)c1 (centres undefined) | -0.5 | 1.8 | -18.0 | 57.6 | 2.3
2 | COc1ccc(NC(=O)CSc2c3c(nc4ccccc24)CCC3)c(OC)c1 | -4.5 | -0.2 | 15.0 | 9.0 | 0.1
3 | CCOc1ccccc1N(C)C(=O)c1nn(-c2ccc(OC)cc2OC)c(=O)c2ccccc12 | -3.6 | -0.7 | nt | -4.5 | -2.0
4 | COc1ccccc1N1CCN(S(=O)(=O)c2ccc3nc(-c4ccccc4)[nH]c3c2)CC1 | -12.3 | -0.9 | 6.7 | 30.4 | -1.8
5 | C=CCn1cc(-c2cccc(C(F)(F)F)c2)cc(C#N)c1=O | -3.0 | -0.7 | -0.9 | 5.8 | 0.7
6 | Cc1cccc(NC(=O)CCN2C(=O)C3C4C=CC(C4)C3C2=O)n1 (centres undefined) | -40.6 | -0.3 | -5.1 | 29.4 | 11.1
7 | N#CC(=C1CCCC1)c1nc(-c2ccccc2O)cs1 | -22.3 | 0.9 | 28.6 | 0.8 | -2.3
8 | O=C1CC(c2ccc(Cl)cc2)n2nc(N3C(=O)CCC3=O)nc2N1 (centres undefined) | -7.5 | 1.0 | -1.8 | 18.3 | 2.4
9 | CC(C1CC1)N(C(=O)c1ccccc1O)c1ccccc1 (centres undefined) | -22.7 | -0.2 | 29.7 | -8.4 | -4.8
10 | CC(=O)N1CCc2cc(C(=O)CN3CCC(C)CC3)ccc21 | -20.7 | 0.4 | 7.4 | 3.0 | -2.0

No. | TNF necrop inh | p47phox inh | TRPML3 ag | EBV gp42 inh
1 | 1.1 | -8.8 | -0.3 | -5.8
2 | 1.9 | 1.2 | 0.1 | -17.9
3 | -1.0 | -0.9 | 0.1 | 1.9
4 | 4.6 | -38.0 | -0.8 | -7.1
5 | -0.9 | -11.5 | -0.8 | -10.6
6 | -0.1 | 1.9 | 0.3 | -6.6
7 | 0.1 | -25.4 | -1.0 | -26.5
8 | 0.8 | -10.0 | 0.1 | -7.8
9 | -0.8 | -31.2 | 0.9 | -20.8
10 | -0.3 | -17.6 | 1.0 | -8.6

More compounds follow.
No. | structure | Mdm2 ligase inh | TRPN1 ag | PPC-1+TRAIL kill | CHOP inhibitor | Runt-SMMHC FRET
11 | CC[n+]1c(/C=C(\C)OC)sc2ccccc21 | 1.6 | -1.6 | 15.5 | 11.0 | 2.8
12 | COc1ccc(-n2c(SCC(=O)Nc3sc4c(c3C#N)CCCC4)nnc2-c2ccccc2OC)cc1 | 11.6 | -0.6 | 32.2 | 54.2 | -3.0
13 | CCn1c(=NC(=O)c2cccc(N3C(=O)CCC3=O)c2)sc2c(C)ccc(OC)c21 | -13.5 | 0.7 | 11.8 | -5.4 | -3.9
14 | O=C(OCc1nnc(-c2ccccc2)o1)c1ccc2c(c1)OCCO2 | -2.3 | 1.3 | 35.2 | 75.8* | -4.0
15 | C=CCc1ccc(OCCCCNC(C)CC)c(OC)c1 (centres undefined) | -8.5 | -0.1 | 20.7 | 41.6 | -0.5
16 | C=CCOc1c(CNc2ncn[nH]2)cccc1OCC | 3.5 | -0.3 | 20.5 | 23.5 | 2.6
17 | Cc1onc(C(=O)NN)c1C(=O)Nc1ncc(C(F)(F)F)cc1Cl | 1.1 | 0.7 | 5.5 | 43.6 | 1.9
18 | CCCCNC(=S)Nc1cccc2cnccc12 | -7.9 | 1.7 | 21.4 | 10.4 | -3.9
19 | CCOc1ccccc1NC(=O)CC(O)(C(F)(F)F)C(F)(F)F | -4.7 | 1.4 | 12.2 | 14.2 | 5.7
20 | O=C(COc1cccc(Br)c1)N/N=C1\CCSC1 | -5.5 | -1.2 | 7.7 | -7.3 | -4.1

No. | TNF necrop inh | p47phox inh | TRPML3 ag | EBV gp42 inh
11 | -2.2 | -27.0 | 0.6 | -11.1
12 | 0.6 | -22.2 | 1.0 | -7.7
13 | -9.8 | -14.2 | 0.8 | -8.5
14 | 0.2 | -13.9 | 1.2 | 12.4
15 | 2.4 | -1.7 | 0.5 | -3.7
16 | -0.5 | 12.7 | 0.1 | -8.4
17 | 1.0 | -3.0 | 0.5 | -4.5
18 | -10.0 | -6.4 | 1.3 | -4.5
19 | -0.6 | -5.8 | -0.5 | 3.9
20 | 1.6 | 0.1 | 0.0 | -5.3

Complete entries, looked up by structure.
Record of `C=CCn1cc(-c2cccc(C(F)(F)F)c2)cc(C#N)c1=O` → Mdm2 ligase inh: -3.0; TRPN1 ag: -0.7; PPC-1+TRAIL kill: -0.9; CHOP inhibitor: 5.8; Runt-SMMHC FRET: 0.7; TNF necrop inh: -0.9; p47phox inh: -11.5; TRPML3 ag: -0.8; EBV gp42 inh: -10.6
Record of `CCCCNC(=S)Nc1cccc2cnccc12` → Mdm2 ligase inh: -7.9; TRPN1 ag: 1.7; PPC-1+TRAIL kill: 21.4; CHOP inhibitor: 10.4; Runt-SMMHC FRET: -3.9; TNF necrop inh: -10.0; p47phox inh: -6.4; TRPML3 ag: 1.3; EBV gp42 inh: -4.5

Four compounds from above, ordered by molecular weight, high to low.
No. | structure | Mdm2 ligase inh | TRPN1 ag | PPC-1+TRAIL kill | CHOP inhibitor | Runt-SMMHC FRET
13 | CCn1c(=NC(=O)c2cccc(N3C(=O)CCC3=O)c2)sc2c(C)ccc(OC)c21 | -13.5 | 0.7 | 11.8 | -5.4 | -3.9
14 | O=C(OCc1nnc(-c2ccccc2)o1)c1ccc2c(c1)OCCO2 | -2.3 | 1.3 | 35.2 | 75.8* | -4.0
16 | C=CCOc1c(CNc2ncn[nH]2)cccc1OCC | 3.5 | -0.3 | 20.5 | 23.5 | 2.6
11 | CC[n+]1c(/C=C(\C)OC)sc2ccccc21 | 1.6 | -1.6 | 15.5 | 11.0 | 2.8

No. | TNF necrop inh | p47phox inh | TRPML3 ag | EBV gp42 inh
13 | -9.8 | -14.2 | 0.8 | -8.5
14 | 0.2 | -13.9 | 1.2 | 12.4
16 | -0.5 | 12.7 | 0.1 | -8.4
11 | -2.2 | -27.0 | 0.6 | -11.1

Going on with the list:
No. | structure | Mdm2 ligase inh | TRPN1 ag | PPC-1+TRAIL kill | CHOP inhibitor | Runt-SMMHC FRET
21 | CC/C(C)=N/Nc1nc2c(c(=O)[nH]c(=O)n2C)n1CCc1ccccc1 | 13.2 | 2.0 | 8.9 | 8.1 | -1.1
22 | Nc1ccc(Cc2nc3cc4ccccc4cc3[nH]2)cc1 | 25.0 | -1.7 | -10.0 | -8.4 | -1.8
23 | CCOC(=O)N1CCC(NC(=O)c2ccc(Cl)cc2)CC1 | -3.5 | -0.7 | -0.4 | -16.0 | 2.6
24 | Cc1cc(C)c(S(=O)(=O)Nc2ccc(OCC(=O)O)cc2)c(C)c1 | -3.8 | 0.2 | 17.6 | -25.6 | -9.2
25 | O=C(CO)N/N=C/c1ccc(Cl)cc1 | 1.4 | -0.3 | -2.4 | -5.8 | -8.4
26 | Cc1c(C(=O)OCC(=O)Nc2ccccc2OC(F)F)cccc1[N+](=O)[O-] | -8.0 | 2.4 | 17.0 | 8.8 | 5.1
27 | CN(c1cccc(NC(=O)CN(c2ccc(C34CC5CC(CC(C5)C3)C4)cc2)S(C)(=O)=O)c1)S(C)(=O)=O | -4.8 | 0.1 | -0.3 | 25.9 | -6.4
28 | CC(C)NC(=O)CC1C(=O)NCCN1CC(c1ccccc1)c1ccccc1 (centres undefined) | -13.5 | -2.6 | 10.7 | 20.0 | -1.8
29 | O=C1CCCc2c1cc(-c1ccccc1)n2-c1ccc(O)cc1 | -6.1 | -4.2 | 17.5 | -3.3 | -2.3
30 | CC(=O)/C(=N/Nc1ccccc1)Sc1nnc(C(O)c2ccccc2)n1-c1ccccc1 (centres undefined) | -11.7 | -1.2 | 2.9 | -1.9 | 3.6

No. | TNF necrop inh | p47phox inh | TRPML3 ag | EBV gp42 inh
21 | -1.1 | -2.1 | 1.4 | -9.5
22 | -1.0 | 1.8 | 0.5 | -10.3
23 | 1.4 | 1.0 | -0.2 | -8.9
24 | 0.2 | 8.0 | -0.5 | -5.1
25 | -1.4 | -5.3 | 0.7 | -19.0
26 | 0.5 | -4.2 | -0.1 | -8.6
27 | -16.8 | -7.2 | 0.8 | 7.2
28 | 0.5 | 7.4 | -0.3 | 7.3
29 | -1.5 | -7.4 | -1.1 | -6.2
30 | 2.8 | 1.2 | -0.6 | -0.6

Next part.
No. | structure | Mdm2 ligase inh | TRPN1 ag | PPC-1+TRAIL kill | CHOP inhibitor | Runt-SMMHC FRET
31 | Cc1cccc(N2CC34C=CC(O3)C(C(=O)O)C4C2=O)c1 (centres undefined) | -14.0 | -0.2 | 11.3 | -11.6 | -1.9
32 | CCN(CC)C(=O)C(C)N(C#N)c1nc(NC(C)C)nc(NC(C)C)n1 (centres undefined) | nt | 0.1 | 2.9 | 7.9 | 0.5
33 | C=CCNC(=S)NNC(=O)c1ccncc1 | -4.2 | -0.5 | 13.9 | 13.0 | 0.0
34 | COc1ccc(Cc2nnc3c4cnn(C)c4ncn23)cc1 | -12.9 | 0.6 | 5.8 | -27.0 | -2.6

No. | TNF necrop inh | p47phox inh | TRPML3 ag | EBV gp42 inh
31 | 0.8 | -19.8 | -0.1 | -20.8
32 | -0.6 | -10.5 | 0.1 | -39.9
33 | -0.1 | -18.8 | 0.2 | -25.1
34 | -1.9 | -5.4 | 0.1 | -7.3

Values in list order from above.
Entries 31–34 in TRPML3 ag, in turn: -0.1, 0.1, 0.2, 0.1
Entries 31–34 in Mdm2 ligase inh, in turn: -14.0, nt, -4.2, -12.9
Entries 31–34 in CHOP inhibitor, in turn: -11.6, 7.9, 13.0, -27.0
